LYP inhibition – inhibitors of LYP phosphatase, biochemical, fluorescence intensity, uHTS (AID 1779). recombinant LYP phosphatase, fluorescence intensity; higher % means a stronger effect. inhibition, % at 11.5 µM; hits with a dose series show IC50 in µM. Tyrosine-protein phosphatase non-receptor type 22 (Homo sapiens). actives 0.054% (n = 290,000);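 note: plate controls were vehicle with enzyme for no effect and no enzyme for full effect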
HEK293 NOD2/NF-kB – NOD2 signaling inhibitors, cell-based, luminescence, uHTS, HEK293 (AID 1566); actives 0.63% (n = 290,000); HEK293 NOD2/NF-kB luciferase reporter, luminescence; higher % means a stronger effect; one-dose inhibition, % at 4 µM; EC50 in µM for titrated hits; note: many of its hits are not listed in these tables
KOR beta-arrestin-1 – KOR antagonists, beta-arrestin recruitment, cell-based, luminescence, uHTS (AID 1778); inhibition, % at 10 µM; hits with a dose series show IC50 in µM; actives 0.091% (n = 290,000); Kappa-type opioid receptor (Homo sapiens); KOR beta-arrestin recruitment, luminescence, antagonist mode; higher % means a stronger effect; note: strong numbers were not always called active
KOR beta-arrestin-2 – KOR agonists, beta-arrestin recruitment, primary screen, cell-based, luminescence, uHTS (AID 1777) | actives 0.02% (n = 280,000) | activation, % at 10 µM; hits with a dose series show EC50 in µM | KOR beta-arrestin recruitment, luminescence; higher % means a stronger effect; in the data active = activation above about 50%, passing the limit was not always enough; note: a part of the inactive calls stands beside numbers as strong as those of hits
PMI inhibition – human PMI inhibitors, high substrate, primary screen, biochemical, fluorescence intensity, high mannose 6-phosphate (AID 1220) | recombinant PMI enzyme, coupled fluorescence intensity; higher % means a stronger effect | one-dose inhibition, % at 20 µM; IC50 in µM for titrated hits | actives 0.66% (n = 190,000)
TNAP activation fold – human TNAP enzyme activators, primary screen, biochemical, luminescent, no phosphate acceptor, uHTS (AID 1001) | Alkaline phosphatase, tissue-nonspecific isozyme (Homo sapiens) | purified TNAP, luminescent activation assay, no phosphate acceptor; higher activation fold means a stronger effect | one-dose activation fold at 20 µM; EC50 in µM for titrated hits | actives 0.03% (n = 200,000); in the data active = activation fold from about 3, or a potency from the dose series; inactive = the rest, 99 in 100 with activation fold below about 1.6; note: many of its hits are not listed in these tables
human PMI inhibition – inhibitors of human PMI, primary screen, biochemical, fluorescence intensity, coupled assay (AID 1209); purified PMI enzyme, coupled fluorescence intensity; higher % means a stronger effect; actives 0.42% (n = 190,000); inhibition, % at 20 µM, or IC50 in µM where a hit was titrated;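 note: plate controls were DMSO vehicle for no effect and wells lacking substrate for full effect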
XIAP displacement – XIAP antagonists, biochemical, IAP family, fluorescence polarization (AID 1018); E3 ubiquitin-protein ligase XIAP (Homo sapiens); one-dose displacement, % at 20 µM; IC50 in µM for titrated hits; actives 0.007% (n = 200,000); XIAP BIR domain, fluorescence polarization peptide displacement; higher % means a stronger effect; in the data active = displacement above about 50%; note: a part of the inactive calls stands beside numbers as strong as those of hits
NOD1 inhibition – NOD1 signaling inhibitors, primary screen, cell-based, luminescence, uHTS (AID 1578); NOD1-driven NF-kB luciferase reporter cells, luminescence; higher % means a stronger effect; inhibition, % at 4 µM; hits with a dose series show EC50 in µM; actives 1% (n = 290,000); in the data active = inhibition mostly above about 36%, no sharp cut-off; inactive = mostly below about 34%;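 note: HEK-293T reporter cells stimulated with the NOD1 agonist gamma-tri-DAP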
* = called active by the depositor; . = not tested or not shown; [ ] = another dose, or the depositor's remark. Cut-off read from the data, not from the text of the source, unless noted: active = inhibition above about 50%; inactive = the rest. Some of the compounds tested (hit frequency here may not be typical).

| KOR beta-arrestin-1 | PMI inhibition | human PMI inhibition | HEK293 NOD2/NF-kB | LYP inhibition | NOD1 inhibition | KOR beta-arrestin-2 | TNAP activation fold | XIAP displacement | SMILES |
| --- | --- | --- | --- | --- | --- | --- | --- | --- | --- |
| -31% | . | . | 7% | -9% | -21% | -2.4% | . | . | CCN(CC)C(=O)Cn1cc(C(=O)C(=O)NCCc2ccccc2)c2ccccc21 |
| -15% | 2% | 8% | -12% | -8% | -59% | 2.2% | 1.1 | -5.8% | c1ccc(-c2nnc(CSc3ccc4c(c3)OCCO4)o2)cc1 |
| -13% | 10% | 0% | -20% | -6% | -22% | 5.0% | 1 | -23% | COc1ccc(NC(=O)c2c(SC)nsc2SC)cc1 |
| -15% | -6% | -4% | 5% | -3% | -23% | -2.0% | 1.1 | -7.7% | O=C(c1ccco1)N1CCCSC1=Nc1ccccc1 |
| -13% | . | . | 28% | -9% | 20% | 3.9% | . | . | O=C(Cn1ncc2c([nH]c3ccccc32)c1=O)N1CCN(c2ccccc2F)CC1 |
| 10% | 12% | 8% | 20% | -5% | -29% | -1.8% | 1 | -5.5% | COc1cccc(NC(=O)Nc2cc(C)ccc2OC)c1 |
| -20% | . | . | -2% | -1% | -31% | 2.5% | . | . | O=C(CNC(=O)c1cccs1)NCC(=O)OCC(=O)c1ccccc1 |
| -11% | . | . | 31% | -13% | 33% | 3.4% | . | . | COc1ccc(CNS(=O)(=O)c2ccc(-c3cc(C)no3)cc2)cc1 |
| 16% | . | . | 0% | -5% | 20% | 4.6% | . | . | CCn1c(SCC(=O)Nc2sc(C)c(C)c2C#N)nnc1C1CC1 |
| -96% | 6% | 3% | -17% | -5% | -18% | -5.6% | 1.1 | -4.3% | CCOc1cc(C(=O)NCc2ccc(-c3nc4ccccc4o3)cc2)cc(OCC)c1OCC |
| -3% | . | . | 40% | -9% | 6% | 15% | . | . | O=C(NC(=S)N1CCCCC1c1cccnc1)c1ccc(Br)cc1 (stereo not given) |
| 20% | 42% | 14% | 5% | -1% | -6% | 2.0% | 1 | -6.2% | O=C(Nc1ncc2c(n1)CC(c1ccco1)CC2=O)c1ccc(Cl)cc1 (stereo not given) |
| . | 9% | 14% | 5% | -8% | -24% | . | 1.2 | -4.4% | O=C(Cn1c(-c2cncs2)nc2ccccc21)NCc1ccccc1 |
| -28% | 4% | 0% | -10% | -6% | -21% | 5.5% | 1.1 | 1.0% | CCOC(=O)N1CCN(C(=O)C(=O)Nc2ccc3nc4n(c(=O)c3c2)CCCCC4)CC1 |
| -6% | . | . | -14% | -11% | 48% | 2.5% | . | . | CC(=O)c1ccc(S(=O)(=O)NC2CCCCCCC2)cc1 |
| 9% | -7% | 1% | 5% | -8% | 22% | -1.0% | 1.1 | -6.4% | COC(=O)c1nn(-c2ccccc2)ccc1=O |
| -10%[20 µM] | . | . | -93% | 4% | -66% | -1.3% | . | . | Clc1ccccc1-c1nc(-c2ccc(Br)o2)no1 |
| 36% | . | . | -3% | 1% | 33% | 0.2% | . | . | O=C(Cn1c(=O)c2cccn2c2ccccc21)NCc1cccc(F)c1 |
| -6% | 17% | 18% | 4% | -2% | -24% | 1.5% | 1.1 | -23% | O=c1cc(-c2ccccc2)nc(N2CCN(Cc3ccccc3)CC2)[nH]1 |
| 22% | 5% | 0% | 13% | -2% | 1% | 7.9% | 1 | -5.5% | O=C(NCCCn1ccnc1)C(=O)NCC1OCCCN1S(=O)(=O)c1ccccc1 (stereo not given) |
| . | -11% | -24% | 2% | -2% | 0% | -3.1% | 1 | -4.3% | CN(C)c1ccc(-n2cccc2/C=N/n2cnnc2)cc1 |
| 7% | -2% | 3% | 6% | -8% | -1% | -2.8% | 1.1 | -9.1% | Cc1ccc(C)c(Cn2nnc3c(=O)[nH]c(C4CCCN(C(=O)CC(C)C)C4)nc32)c1 (stereo not given) |
| -36%[20 µM] | . | . | 4% | -8% | -15% | -0.2% | . | . | S=c1nc2c(n[nH]1)c1ccccc1n2CCc1ccccc1 |
| -1% | 14% | 12% | 3% | 1% | -10% | -0.6% | 1.2 | -2.0% | COc1ccc(NC(=O)NC23CC4CC(CC(C4)C2)C3)cc1OC |
| 22%[20 µM] | . | . | 6% | -6% | -18% | -9.3% | . | . | CCN(C(=O)CCS(=O)(=O)c1cc2c(cc1Cl)NC(=O)CO2)c1ccccc1 |
| 8% | -2% | 1% | 22% | 11% | -16% | 33% | 0.9 | -5.2% | COc1ccc(-c2cnn3c4c(c(C)nc23)CCN4C2CCCC2)cc1OC |
| 2% | 4% | 3% | 5% | -7% | -21% | 1.2% | 1.1 | -7.8% | CC(C)[C@H](NC(=O)Nc1ccc2c(c1)OCCO2)C(=O)O |
| -9% | 15% | 13% | -14% | 0% | -11% | -3.7% | 1.1 | -5.9% | CN(C[C@H](Cc1ccccc1)N(C[C@@H](Cc1cccc2ccccc12)N(CCc1ccccc1)N=O)N=O)N=O |
| 28% | 6% | 10% | 4% | 1% | -26% | -6.3% | 1.1 | 2.8% | O=C(CCN1C(=O)c2ccncc2C1=O)Nc1ccc2c(c1)OCCO2 |
| 6% | -4% | -6% | 6% | -10% | -5% | 0.4% | 1 | -2.5% | c1ccc(C2=NCCCN2)cc1 |

An excerpt from above with just NOD1 inhibition and HEK293 NOD2/NF-kB:
SMILES | NOD1 inhibition | HEK293 NOD2/NF-kB
O=C(c1ccco1)N1CCCSC1=Nc1ccccc1 | -23% | 5%
O=C(Cn1ncc2c([nH]c3ccccc32)c1=O)N1CCN(c2ccccc2F)CC1 | 20% | 28%

Pulled one by one from above, four records:
| KOR beta-arrestin-1 | PMI inhibition | human PMI inhibition | HEK293 NOD2/NF-kB | LYP inhibition | NOD1 inhibition | KOR beta-arrestin-2 | TNAP activation fold | XIAP displacement | SMILES |
| --- | --- | --- | --- | --- | --- | --- | --- | --- | --- |
| -6% | 17% | 18% | 4% | -2% | -24% | 1.5% | 1.1 | -23% | O=c1cc(-c2ccccc2)nc(N2CCN(Cc3ccccc3)CC2)[nH]1 |
| 7% | -2% | 3% | 6% | -8% | -1% | -2.8% | 1.1 | -9.1% | Cc1ccc(C)c(Cn2nnc3c(=O)[nH]c(C4CCCN(C(=O)CC(C)C)C4)nc32)c1 (stereo not given) |
| -1% | 14% | 12% | 3% | 1% | -10% | -0.6% | 1.2 | -2.0% | COc1ccc(NC(=O)NC23CC4CC(CC(C4)C2)C3)cc1OC |
| 8% | -2% | 1% | 22% | 11% | -16% | 33% | 0.9 | -5.2% | COc1ccc(-c2cnn3c4c(c(C)nc23)CCN4C2CCCC2)cc1OC |

Part of the list above, field by field:
O=C(Cn1ncc2c([nH]c3ccccc32)c1=O)N1CCN(c2ccccc2F)CC1
  KOR beta-arrestin-1: -13%
  PMI inhibition: .
  human PMI inhibition: .
  HEK293 NOD2/NF-kB: 28%
  LYP inhibition: -9%
  NOD1 inhibition: 20%
  KOR beta-arrestin-2: 3.9%
  TNAP activation fold: .
  XIAP displacement: .

COc1cccc(NC(=O)Nc2cc(C)ccc2OC)c1
  KOR beta-arrestin-1: 10%
  PMI inhibition: 12%
  human PMI inhibition: 8%
  HEK293 NOD2/NF-kB: 20%
  LYP inhibition: -5%
  NOD1 inhibition: -29%
  KOR beta-arrestin-2: -1.8%
  TNAP activation fold: 1
  XIAP displacement: -5.5%

Nothing new here: an excerpt of the list.
| KOR beta-arrestin-1 | PMI inhibition | human PMI inhibition | HEK293 NOD2/NF-kB | LYP inhibition | NOD1 inhibition | KOR beta-arrestin-2 | TNAP activation fold | XIAP displacement | SMILES |
| --- | --- | --- | --- | --- | --- | --- | --- | --- | --- |
| -31% | . | . | 7% | -9% | -21% | -2.4% | . | . | CCN(CC)C(=O)Cn1cc(C(=O)C(=O)NCCc2ccccc2)c2ccccc21 |
| -15% | 2% | 8% | -12% | -8% | -59% | 2.2% | 1.1 | -5.8% | c1ccc(-c2nnc(CSc3ccc4c(c3)OCCO4)o2)cc1 |
| -13% | 10% | 0% | -20% | -6% | -22% | 5.0% | 1 | -23% | COc1ccc(NC(=O)c2c(SC)nsc2SC)cc1 |

The results go on.
| KOR beta-arrestin-1 | PMI inhibition | human PMI inhibition | HEK293 NOD2/NF-kB | LYP inhibition | NOD1 inhibition | KOR beta-arrestin-2 | TNAP activation fold | XIAP displacement | SMILES |
| --- | --- | --- | --- | --- | --- | --- | --- | --- | --- |
| 18% | 9% | 8% | 21% | -3% | 12% | -3.1% | 1 | -1.8% | Cc1cccc(NC(=O)c2cc(N3C(=O)CCC3=O)ccc2Cl)n1 |
| -16% | . | . | 50% | -8% | 23% | 11% | . | . | Cn1nc(C(C)(C)C)cc1C(=O)NCc1ccc2c(c1)OCO2 |
| 9% | -30% | -10% | 10% | -16% | -30% | 3.1% | . | -8.2% | C#CCOCCOCCOCCNc1nc(N2CCN(C(=O)[C@H](Cc3cc4ccccc4[nH]3)n3cc([C@@H](N)CC(C)C)nn3)CC2)nc(N2CCN(C(=O)[C@H](Cc3cc4ccccc4[nH]3)n3cc([C@@H](N)CC(C)C)nn3)CC2)n1 |
| 9% | 17% | 16% | 9% | -6% | 23% | 3.4% | 1.2 | 13% | Cc1nn2c(nc(N3CCCCC3)c3ccccc32)c1C=O |
| -24% | 10% | 7% | -13% | 6% | -33% | -1.2% | 1 | -10% | CCOC(=O)CN1C(=O)S/C(=C/c2ccc3c(c2)n(C)c(=O)n3C)C1=O |
| 24% | 3% | 1% | -58% | 0% | -31% | 3.6% | 1.1 | -5.2% | CNc1oc(/C=C/c2ccccc2)nc1C#N |
| 21% | . | . | 23% | -5% | -4% | -2.9% | . | . | Cc1ccc(S(=O)(=O)Nc2ccccc2C(O)c2ccccc2)cc1 (stereo not given) |
| -39%[20 µM] | -6% | 0% | 1% | -4% | -26% | -4.6% | 1.1 | -0.1% | COCCCn1c(C)nnc1SCc1ccc(C(C)(C)C)cc1 |
| 9% | . | . | 3% | -7% | -21% | -0.6% | . | . | O=C(NCC1CCCO1)c1cccc(Oc2ccc([N+](=O)[O-])cc2)c1 (stereo not given) |
| 7% | 11% | 18% | 5% | -3% | 23% | 5.2% | 0.7 | -1.2% | O=[N+]([O-])c1cccc(/C=N/n2c(COc3ccccc3)n[nH]c2=S)c1 |
| 6% | 4% | 13% | 15% | -8% | 0% | -1.7% | 1.1 | -9.7% | FC(F)(F)c1cc(-c2cccs2)nc(-n2cc(Br)cn2)n1 |
| -51% | . | . | 3% | -8% | -13% | 3.9% | . | . | Cc1ccc(NS(=O)(=O)c2cccs2)c(C)c1 |
| -11% | . | . | 16% | 3% | -4% | -4.1% | . | . | CC1(C)Cc2c(sc3nnn(CC(=O)Nc4ccccc4)c(=O)c23)CO1 |
| -60% | 1% | 3% | 23% | 5% | 5% | 0.1% | 1.1 | -3.4% | CSc1nc2nccc(-c3ccc(Oc4ccccc4)cc3)n2n1 |
| -12% | 11% | 10% | -9% | -7% | -34% | 3.3% | 1 | -7.9% | CC(NC1CCCCC1)C(=O)NN=C(c1ccccc1)c1ccccc1 (stereo not given) |
| 12% | 13% | 15% | -22% | 2% | 2% | 58% | 1.1 | -2.6% | C=CCOC(=O)C1=C(C)NC(SC)=C(C#N)C1c1ccc(OCC)cc1 (stereo not given) |
| 17% | . | . | 10% | -9% | -10% | 4.1% | . | . | CCN(CC)C(=O)Cn1cc(S(=O)(=O)CC(=O)Nc2ccc(F)cc2)c2ccccc21 |
| -6% | . | . | 2% | -3% | -16% | -2.1% | . | . | O=C1NC2(CCCCCC2)C(=O)N1Cc1ccc(F)cc1Cl |
| 11% | 1% | 2% | 2% | 0% | -22% | -2.2% | 1.1 | -3.8% | COC(=O)c1ccc(C(=O)OC)c(NC(=O)CN2CCC(C)CC2)c1 |

Screens (PubChem)
